GC-B act: GC-B (human) receptor activation | P20594 | HEK293-GC-B cells, CNP EC30, cGMP TR-FRET; 0% at EC30 CNP, 100% saturating CNP | activation, % at 10 µM | hit rate 0.11% among 370,000 | AID 1920062;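 active = activation at 10 µM reaching about 35% in either raw or pattern-adjusted values, limit read from the data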
NPR1 activator: GC-A (human) enzyme activation | P16066 | hit rate 0.14% among 370,000 | AID 1671463 | activation, % at 10 µM | HEK293 GC-A cells, cGMP TR-FRET, EC30 ANP; 0% at EC30 ANP, 100% saturating ANP; in the data active = activation above about 40%
sPLA2-III inh: Blocks human group III sPLA2 activity; Q9NZ20; hit rate 0.56% among 370,000; QFRET BODIPY PC-A2 liposome hydrolysis, fluorescence; inhibition, % at 12.2 µM;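 active = inhibition above mean plus 3 SD of compounds lying within the high and low control bounds, cut at about 19% in these data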;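 note: 0% = median of test compound wells and 100% = no enzyme DMSO wells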
rCAG binder: binds r(CAG) RNA repeats; r(CAG) RNA repeat, TO-PRO-1 dye displacement fluorescence; inhibition, % at 3 µM; hit rate 1.3% among 370,000; AID 651821;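 active = inhibition above the plate cutoff, the mean of all test compounds on that plate plus 3 SD, cut at about 35% in these data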;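 note: 0% = DMSO alone and 100% = 100 µM mitoxantrone as full dye displacement; higher means more dye released from RNA so lower well fluorescence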
ADAM10 inh: ADAM10 inhibition, QFRET primary screen; O14672; recombinant ADAM10, EDANS/DABCYL FRET peptide cleavage, 3 h; inhibition, % at 7 µM; hit rate 0.62% among 370,000; AID 720582;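 active = inhibition above a per-campaign cutoff equal to the mean of compounds falling between control-based bounds plus 3 SD, cut at about 20% in these data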;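 note: 0% = DMSO wells while the 100% control is not disclosed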
Target sequence (O14672 214-748 limits assumed): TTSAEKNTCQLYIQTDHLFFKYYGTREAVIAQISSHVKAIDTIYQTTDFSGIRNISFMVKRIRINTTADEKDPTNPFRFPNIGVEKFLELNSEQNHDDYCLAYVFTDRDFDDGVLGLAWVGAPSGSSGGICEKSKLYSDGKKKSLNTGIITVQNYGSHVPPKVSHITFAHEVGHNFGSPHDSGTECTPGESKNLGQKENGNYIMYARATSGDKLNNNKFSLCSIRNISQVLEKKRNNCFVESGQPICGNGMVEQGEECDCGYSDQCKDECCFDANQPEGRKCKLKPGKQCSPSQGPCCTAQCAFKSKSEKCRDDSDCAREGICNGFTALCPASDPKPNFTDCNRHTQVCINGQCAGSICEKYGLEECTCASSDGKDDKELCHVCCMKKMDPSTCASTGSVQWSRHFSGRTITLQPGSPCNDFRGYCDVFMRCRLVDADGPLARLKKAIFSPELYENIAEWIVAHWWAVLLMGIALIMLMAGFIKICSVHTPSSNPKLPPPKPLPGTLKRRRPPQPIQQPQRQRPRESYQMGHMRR
ASAP1 inh: blocks human ASAP1-stimulated Arf1 GTP hydrolysis; AID 624377; GDP FP detection; inhibition, % at 16.5 µM; hit rate 0.19% among 360,000; in the data active = inhibition above about 25%;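 note: 0% = vehicle with enzyme and substrate and 100% = no enzyme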
proKLK7 act: activators of human kallikrein-7 zymogen; P49862; purified proKLK7, EDANS-DABCYL substrate fluorescence; 100% is mature enzyme control, 0% vehicle; activation, % at 7 µM; hit rate 0.9% among 370,000;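 active = activation above the mean of all tested compounds plus 3 SD, computed per campaign excluding outliers beyond control limits, cut at about 13% in these data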
Target sequence (P49862 whole entry, looked up): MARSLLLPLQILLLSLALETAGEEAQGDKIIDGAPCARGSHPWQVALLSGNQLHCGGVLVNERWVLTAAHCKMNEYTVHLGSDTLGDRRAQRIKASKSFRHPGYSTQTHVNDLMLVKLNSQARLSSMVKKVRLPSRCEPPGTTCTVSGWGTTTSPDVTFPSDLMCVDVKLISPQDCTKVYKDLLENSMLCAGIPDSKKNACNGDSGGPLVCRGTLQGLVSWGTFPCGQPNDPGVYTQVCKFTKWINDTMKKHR
FXN GAA850 act: activators of GAA850 frataxin (FXN) promoter; HEK293 lucGAA850 FXN promoter luciferase reporter, 24 h; percent of 10 µM SAHA response; activation, % at 6 µM; hit rate 0.56% among 360,000; AID 540364;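 active = activation above the average of all compounds screened plus 3 SD, cutoff fixed separately per campaign, cut at about 7.5% in these data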;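 note: 0% = DMSO wells and 100% = 10 µM SAHA wells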
Tn6 DDE FP: inhibitors of Tn6 peptide binding to human fibrin DD(E) | AID 720509 | Fibrin DD(E) TRITC-Tn6 fluorescence polarization displacement | inhibition, % at 8.3 µM | hit rate 0.21% among 370,000 | P02675;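 active = inhibition above a per-campaign cutoff: mean of compounds within control limits plus 3 SD, cut at about 15% in these data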;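 note: 0% = median of all compound wells on the plate and 100% = blocking peptide control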
ARFGAP1 inh: rat ARFGAP1 inhibition | Arfgap1-stimulated ARF1 GTP hydrolysis, GDP FP detection | Q62848 | inhibition, % at 16.5 µM | hit rate 0.26% among 360,000;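 active = inhibition above a per-plate limit, mean inhibition of low control wells plus 3 SD, cut at about 25% in these data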;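 note: 0% = DMSO wells with enzyme and 100% = wells lacking Arfgap1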
Target sequence (Q62848 1-136 limits assumed): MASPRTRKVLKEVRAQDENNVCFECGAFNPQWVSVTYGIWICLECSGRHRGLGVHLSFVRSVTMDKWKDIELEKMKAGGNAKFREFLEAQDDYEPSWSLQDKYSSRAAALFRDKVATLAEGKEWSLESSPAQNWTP
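System: truncated rat Arfgap1 GAP domain / Medium: HEPES-based buffer, pH 7.5 / Also added: N-terminally truncated human ARF1-GTP substrate / Incubation: enzyme reaction 120 min at 25 °C after 20 min preincubation / Measured by: FP of antibody-bound GDP Alexa 633 tracer, ex 620/em 688 nm / Replicates: singlicate, each compound tested once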
* = called active by the depositor; x = no result given.

1: COc1cccc(CNC(=O)C2CSC3(C)CCC(=O)N23)c1 (stereo not drawn)
2: COc1ccc(OC)c(C2C3=C(N=C4SCC(=O)N42)c2ccccc2CC3)c1 (stereo not drawn)
3: COc1cc(C(=O)Oc2c(OC)cc(C(=S)N3CCOCC3)cc2OC)cc(OC)c1OC
4: Cc1ccc(C(=O)N/C(=C/c2cccs2)C(=O)NCC2CCCO2)cc1 (stereo not drawn)
5: CCOc1ccc(-c2cccc(NS(=O)(=O)c3ccccc3[N+](=O)[O-])c2)nn1
6: COc1ccccc1CNc1ncc(-c2ccc(F)cc2)n1C
7: O=C(N1CCOCC1)N1CCN(c2ccccc2)CC1
8: CC1CCCC(NS(=O)(=O)c2cc(Br)cnc2N)C1C (stereo not drawn)
compound no.,1,2,3,4,5,6,7,8
GC-B act,3,-15,12,-1,2,-1,3,-7
NPR1 activator,2,-4,12,1,0,-8,0,-2
sPLA2-III inh,9,-15,9,-2,-13,3,-2,-20
rCAG binder,0,16,-5,-3,35*,-1,-2,0
ADAM10 inh,3,-11,8,2,1,0,1,-8
ASAP1 inh,2,4,2,3,3,-9,-7,-10
proKLK7 act,-0.2,-1.2,0.0,-0.2,0.3,0.1,-1.0,0.1
FXN GAA850 act,-1.7,0.9,0.1,0.6,2.5,-1.9,-0.8,2.3
Tn6 DDE FP,2,4,-4,3,-9,6,-1,8
ARFGAP1 inh,3,1,-6,5,3,-5,-3,-12

9: O=C(N/N=C/c1ccc([N+](=O)[O-])o1)c1ccc(O)cc1
10: Cc1ccc(C(=O)NCCOc2cccc3cccnc23)cc1Cl
11: N#CCC(=O)N/N=C/c1c(-c2ccccc2)n(-c2ccccc2)c2ccccc12
12: Cc1ccc(/C(=N/Nc2nc3ccccc3s2)C2=C(O)c3ccccc3C2=O)cc1
13: O=C(c1ccc2ccccc2c1O)N1CCCCC1
14: NC(=NC(=O)c1cccc(C(F)(F)F)c1)c1ccc(C(F)(F)F)cn1
15: CC(C)Cn1c(N)c(C(=O)COC(=O)c2ccc(Cl)cc2)c(=O)n(C)c1=O
16: CCCS(=O)(=O)N1CCC(C(=O)NCCC(C)C)CC1
compound no.,9,10,11,12,13,14,15,16
GC-B act,-9,3,-5,0,7,6,4,6
NPR1 activator,0,-3,-9,1,3,-1,2,-1
sPLA2-III inh,-10,10,-23,-7,-1,-2,-15,6
rCAG binder,5,-2,15,26,3,-4,-3,-1
ADAM10 inh,-8,-23,-20,2,-32,-1,0,-12
ASAP1 inh,-2,6,5,11,5,4,-5,4
proKLK7 act,0.0,-0.4,-1.8,-0.6,-3.5,0.0,-0.3,-0.3
FXN GAA850 act,-4.1,-0.1,2.0,-2.3,1.6,0.8,0.3,0.1
Tn6 DDE FP,0,2,8,4,-5,5,-5,-8
ARFGAP1 inh,-18,7,2,8,-7,-4,0,3

17: COc1ccc(CNC(=O)CCCn2nc(C)n3c(cc4sccc43)c2=O)cc1
18: Cc1oc(-c2ccccc2F)nc1CN1CCC(C(=O)NCc2cccnc2)CC1
19: CCCc1nc2ccccc2n1C(C)C(=O)NC(C)(C)C (stereo not drawn)
20: Cc1c(C2(O)CCCCC2)[nH]c2ccccc12
21: O=C(CC(=O)Nc1ccccc1[N+](=O)[O-])Nc1ccccc1[N+](=O)[O-]
22: Cc1cnc(NC(=O)C2CC(=O)N(c3ccc4c(c3)OCCO4)C2)s1 (stereo not drawn)
23: COC(=O)[C@]12C[C@H](CC(=O)N3CCN(C(=O)C4CC4)CC3)C(=O)N(Cc3cccc4ccccc34)C1=C[C@H](C(C)(C)C)O[C@@H]2C
24: COc1cc2[nH]c(C(=O)Nc3ccc(F)cc3)cc2c(OC)c1OC
compound no.,17,18,19,20,21,22,23,24
GC-B act,-2,-1,-2,1,-1,-2,-15,4
NPR1 activator,-3,0,1,-1,-2,1,-7,1
sPLA2-III inh,6,7,8,-1,-58,4,-12,-4
rCAG binder,5,5,-2,4,10,2,6,6
ADAM10 inh,10,-16,-14,-9,1,-12,12,-4
ASAP1 inh,1,11,11,-3,0,1,x,-7
proKLK7 act,0.5,-0.6,0.3,0.6,-0.7,-0.5,0.4,-0.4
FXN GAA850 act,0.7,4.3,x,x,2.2,-0.8,x,-3.8
Tn6 DDE FP,3,3,-2,-1,-2,1,-4,-3
ARFGAP1 inh,-3,0,-7,2,20,5,x,-7

25: Cc1ccc(C(=O)Nc2ccc3nc(C)sc3c2)s1
26: Cc1ccccc1C(=O)NC(=S)Nc1ncccn1
27: Cc1ccc(-c2nc(NCc3ccco3)c3ccccc3n2)cc1
28: CCNC(=S)N(Cc1ccccc1)Cc1nc2ccccc2c(=O)[nH]1
29: COc1ccc(C(=O)NCCCSC)cc1OC1CCN(C(C)C)CC1
30: O=[N+]([O-])c1cc(Cl)cc(/C=N/NC(=S)Nc2ccc(S(=O)(=O)N3CCOCC3)cc2)c1O
31: Cc1sc(NC(=O)C2=COCCO2)c(C#N)c1C
32: CCC1CCCCN1C(=O)c1ccc(OC2CCN(C(=O)COC)CC2)cc1 (stereo not drawn)
compound no.,25,26,27,28,29,30,31,32
GC-B act,-4,2,6,-1,1,6,-1,-3
NPR1 activator,1,3,8,0,-1,-13,2,4
sPLA2-III inh,-9,1,-52,8,16,69*,-2,-3
rCAG binder,1,-2,7,-2,2,98*,2,-5
ADAM10 inh,-8,2,7,-241,-13,35*,3,-4
ASAP1 inh,2,2,-5,-2,8,7,-9,-14
proKLK7 act,0.2,0.1,0.1,3.1,-0.7,-0.1,0.1,0.3
FXN GAA850 act,4.4,4.4,5.5,-5.5,-0.4,-0.8,1.5,-0.6
Tn6 DDE FP,-2,3,-7,-6,-9,-1,-1,4
ARFGAP1 inh,13,0,7,6,-2,0,-10,-9

33: COc1ccc(C(=O)Nc2cc(C)c(NC(=O)c3ccccn3)cn2)cc1
34: CC(C)c1ccc(C2NC(=O)CCC2[N+](=O)[O-])cc1 (stereo not drawn)
35: CC(CC(=O)Nc1ccc2c(c1)c(=O)n(C)n2-c1ccccc1)c1ccccc1 (stereo not drawn)
36: CCSc1nc2nc(C)cc(C)n2n1
37: Cn1c(COc2ccccc2O)[n+](C)c2ccccc21
38: O=C(NC(=S)Nc1c(Cl)cc(Cl)cc1Cl)c1ccccc1
39: Cc1ccc(-n2c(SCC(=O)NNC(=S)Nc3ccccc3)nc3ccccc3c2=O)cc1
40: O=C(CCSC1=NCCCN1)c1ccc(F)cc1
compound no.,33,34,35,36,37,38,39,40
GC-B act,-3,1,5,1,5,6,-3,-1
NPR1 activator,4,1,-2,-2,1,-4,-4,78*
sPLA2-III inh,-3,3,-6,4,13,11,30*,13
rCAG binder,-1,-1,9,-1,-1,5,55*,-1
ADAM10 inh,-2,9,-313,4,4,0,13,-20
ASAP1 inh,-12,0,0,-8,9,-10,11,-11
proKLK7 act,0.6,1.0,-0.3,-0.1,-0.4,-0.1,-0.3,-0.5
FXN GAA850 act,1.7,3.3,-3.7,0.6,2.1,-0.6,0.2,-0.4
Tn6 DDE FP,-2,-3,-2,-3,-7,7,-6,0
ARFGAP1 inh,10,5,15,-4,1,-3,0,8

41: Cn1c(=O)cc(OCCCC(=O)N2CCCCC2)c2ccccc21
42: CCN1C(=O)C(C(=O)NC(C)c2ccccc2)C2CC1(C)Oc1ccccc12 (stereo not drawn)
43: Cc1cc(C)nc(SCNC(=O)c2ccccc2)n1
44: COc1ccc(NS(=O)(=O)c2cccc(C(=O)NNC(=O)CNC(=O)c3ccc(C)cc3)c2)cc1
45: Cn1ccnc1SCC(=O)c1ccc(O)cc1
46: Cc1ccccc1NC(=O)C1COc2ccccc2O1 (stereo not drawn)
47: Cc1nc(C(Cl)(Cl)Cl)nc2[nH]ccc(=O)c12
48: CCOC(=O)c1ccccc1NC(=S)N1CCN(C(=O)c2ccco2)CC1
49: O=[N+]([O-])c1ccc(OCCOc2ccccc2/C=N/n2cnnc2)cc1
50: COC(=O)[C@H](C)NC(=O)NC1CCN(Cc2ccccc2)CC1
51: CC(=O)c1cccc(-c2ccc3c(c2)C(C)(Cc2ccccc2F)C(=O)N3)c1 (stereo not drawn)
compound no.,41,42,43,44,45,46,47,48,49,50,51
GC-B act,8,1,4,-4,2,6,13,5,-8,0,-1
NPR1 activator,-2,-3,0,0,2,0,15,-4,-5,3,0
sPLA2-III inh,5,1,7,-27,0,12,-2,1,3,-4,-11
rCAG binder,1,-4,-4,8,4,-4,3,2,0,3,2
ADAM10 inh,5,-5,2,-2,-4,-5,-6,-4,-4,4,6
ASAP1 inh,-8,6,3,-9,0,-14,10,0,37*,8,10
proKLK7 act,0.5,-0.6,-0.1,0.2,0.3,1.3,0.0,-1.5,-0.6,-8.3,0.7
FXN GAA850 act,5.9,-0.7,0.4,1.3,5.0,0.7,3.5,1.4,2.3,-0.4,1.7
Tn6 DDE FP,4,1,4,-10,2,11,-1,1,3,-3,1
ARFGAP1 inh,-12,10,-15,-9,-1,13,16,0,-2,3,16

By substructure, those above containing an aryl methoxy group (9)
1: COc1cccc(CNC(=O)C2CSC3(C)CCC(=O)N23)c1 (stereo not drawn)
2: COc1ccc(OC)c(C2C3=C(N=C4SCC(=O)N42)c2ccccc2CC3)c1 (stereo not drawn)
3: COc1cc(C(=O)Oc2c(OC)cc(C(=S)N3CCOCC3)cc2OC)cc(OC)c1OC
6: COc1ccccc1CNc1ncc(-c2ccc(F)cc2)n1C
17: COc1ccc(CNC(=O)CCCn2nc(C)n3c(cc4sccc43)c2=O)cc1
24: COc1cc2[nH]c(C(=O)Nc3ccc(F)cc3)cc2c(OC)c1OC
29: COc1ccc(C(=O)NCCCSC)cc1OC1CCN(C(C)C)CC1
33: COc1ccc(C(=O)Nc2cc(C)c(NC(=O)c3ccccn3)cn2)cc1
44: COc1ccc(NS(=O)(=O)c2cccc(C(=O)NNC(=O)CNC(=O)c3ccc(C)cc3)c2)cc1
compound no.,1,2,3,6,17,24,29,33,44
GC-B act,3,-15,12,-1,-2,4,1,-3,-4
NPR1 activator,2,-4,12,-8,-3,1,-1,4,0
sPLA2-III inh,9,-15,9,3,6,-4,16,-3,-27
rCAG binder,0,16,-5,-1,5,6,2,-1,8
ADAM10 inh,3,-11,8,0,10,-4,-13,-2,-2
ASAP1 inh,2,4,2,-9,1,-7,8,-12,-9
proKLK7 act,-0.2,-1.2,0.0,0.1,0.5,-0.4,-0.7,0.6,0.2
FXN GAA850 act,-1.7,0.9,0.1,-1.9,0.7,-3.8,-0.4,1.7,1.3
Tn6 DDE FP,2,4,-4,6,3,-3,-9,-2,-10
ARFGAP1 inh,3,1,-6,-5,-3,-7,-2,10,-9

Source: PubChem BioAssay
